# PKM2 activator: increases activity of human pyruvate kinase M2; P14618; purified PKM2, Kinase-Glo ATP luminescence, activation; response scale: 0% is enzyme alone, no compound; Potency, µM (series often up to 57.5 µM), for inactives: at the top dose activation, usual class: activators; hit rate 0.34% among 260,000; note: potency is the fitted concentration of half-maximal effect; % is set by controls: 0 for no effect and ±100 for the full control effect; nearly all actives have a fitted effect of over 55% in size
# Target sequence (P14618 whole entry, looked up): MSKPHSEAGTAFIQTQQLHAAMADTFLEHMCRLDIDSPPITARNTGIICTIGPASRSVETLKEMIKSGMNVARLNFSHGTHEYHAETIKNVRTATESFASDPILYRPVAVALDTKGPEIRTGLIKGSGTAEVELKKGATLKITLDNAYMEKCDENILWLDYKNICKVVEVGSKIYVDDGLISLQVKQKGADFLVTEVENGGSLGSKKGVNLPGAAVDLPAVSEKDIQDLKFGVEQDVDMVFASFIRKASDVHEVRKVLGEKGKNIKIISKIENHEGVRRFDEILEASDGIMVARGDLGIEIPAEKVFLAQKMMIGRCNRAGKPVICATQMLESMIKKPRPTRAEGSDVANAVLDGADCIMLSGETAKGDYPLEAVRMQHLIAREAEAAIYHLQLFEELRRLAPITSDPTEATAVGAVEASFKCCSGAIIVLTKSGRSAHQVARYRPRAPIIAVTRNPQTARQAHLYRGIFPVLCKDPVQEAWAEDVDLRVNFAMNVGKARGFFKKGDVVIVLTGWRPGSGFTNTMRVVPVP
#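 Kinase-Glo luminescence reports ATP generated from ADP (0.1 mM) and PEP (0.5 mM) by purified hPK-M2 after 1 h at room temperature, pH 7.2 imidazole buffer; intermediate enzyme activity allows detecting inhibitors and activators.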
# ELG1 repair inh: ELG1-dependent DNA repair inhibition | Potency, µM (doses to about 46.1 µM), inactives show at the highest dose activity change, negative = inhibition, most hits filed as inhibitors | HEK293T ELG1-luciferase reporter, luminescence, 16 h; DNA damage induced by 5-fluorouridine | hit rate 2.3% among 330,000; note: potency is the fitted concentration of half-maximal effect; % is set by controls: 0 for no effect and ±100 for the full control effect; nearly all actives have a fitted effect of over 55% in size
#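 DMSO vehicle served as the neutral condition. Each well held 2,000 cells given 5-fluorouridine plus compound; after 16 hr at 37 °C/5% CO2, ONE-Glo was added and luciferase measured 30 min later.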
# VP16 counter: inhibits Gal4-VP16 luciferase reporter, ROR gamma counter-screen; Drosophila S2 Gal4-VP16 UAS-luciferase, luminescence, 20 h; Potency, µM (titrated, usually from 53.6 µM), for the others: at the highest dose activity, negative = inhibition, actives largely listed as inhibitors; hit rate 3.5% among 310,000; AID 2546;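 note: Gal4-VP16 expression switched on by copper sulfate through the metallothionein promoter; potency is the fitted concentration of half-maximal effect; % is set by controls: 0 for no effect and ±100 for the full control effect; nearly all actives have a fitted effect of over 50% in size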
# MBNL1-CUG inh: inhibitors of human MBNL1 binding to CUG repeat RNA. Q9NR56. TR-FRET MBNL1-His/biotin-(CUG)12 binding, 665/545 ratio. Potency, µM (top dose mostly 57.5 µM), inactives show at the highest dose activity change, negative = inhibition, most hits filed as inhibitors. hit rate 0.036% among 280,000; active = well fitted inhibition curve with a large enough effect in the signal ratio, with a control signal flat, not every such curve was filed as active; inconclusive = small, poorly fitted or top-dose-only effect, or effect the other way, or a change in a side signal; inactive = no such curve, though single readings can be large or run the other way; the % refers to the signal ratio; note: potency is the fitted concentration of half-maximal effect; % is set by controls: 0 for no effect and ±100 for the full control effect
# Target sequence (Q9NR56 whole entry, looked up): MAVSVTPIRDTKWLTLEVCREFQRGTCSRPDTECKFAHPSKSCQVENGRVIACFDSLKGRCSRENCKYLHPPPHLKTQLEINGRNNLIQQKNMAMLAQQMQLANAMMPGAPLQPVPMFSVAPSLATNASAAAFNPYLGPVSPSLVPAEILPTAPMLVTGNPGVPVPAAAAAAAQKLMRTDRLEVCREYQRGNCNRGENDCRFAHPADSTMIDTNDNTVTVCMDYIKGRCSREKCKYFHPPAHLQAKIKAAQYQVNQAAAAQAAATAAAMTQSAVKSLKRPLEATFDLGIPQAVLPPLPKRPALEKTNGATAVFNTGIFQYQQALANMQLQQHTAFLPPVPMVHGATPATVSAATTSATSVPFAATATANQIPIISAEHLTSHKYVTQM
#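 TR-FRET readout: Ex 340 nm, 665/545 nm emission ratio, normalized to buffer-only (basal) and MBNL1-(CUG)12 controls. Complex of MBNL1-His with Biotin-(CUG)12, compounds 92 nM–58 uM, incubated 60 min at room temperature.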
# Mito fusion yeast: blocks mitochondrial division or promotes mitochondrial fusion; S. cerevisiae fusion-defective mutant growth rescue, CellTiterGlo 48 h; Potency, µM (titrated, usually from 46.1 µM), for inactives: top-dose growth rescue (activation), hits mostly activators; hit rate 0.23% among 320,000; AID 485298;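 note: potency is the fitted concentration of half-maximal effect; % of control where 0% means no effect; nearly all actives have a fitted effect of over 45% in size; temperature-sensitive fusion mutants such as fzo1-1 at 37 °C on non-fermentable ethanol glycerol medium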
#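 Temperature-sensitive fusion-defective S. cerevisiae (e.g. fzo1-1, mgm1-5) were grown with compound in YPEG medium (3% ethanol, 3% glycerol) for 48 hours at 37C. Growth rescue was measured as viability by CellTiterGlo luminescence after 10 minutes at ambient.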
# RORgamma inh: inhibitors of mouse ROR gamma transcriptional activity; P51450; Potency, µM (titrated, usually from 53.6 µM), for the others: at the top dose activity change, negative = inhibition, actives largely listed as inhibitors; AID 2551; hit rate 5.4% among 310,000; Drosophila S2 Gal4-RORgamma UAS-luciferase reporter, 20 h; note: potency is the fitted concentration of half-maximal effect; % is set by controls: 0 for no effect and ±100 for the full control effect; nearly all actives have a fitted effect of over 60% in size
#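 Luminescence from a UAS-regulated Photinus luciferase reporter in stably transfected Drosophila Schneider cells is measured; decreased signal marks ROR gamma inhibition. Fusion expression is induced by 700 uM copper sulfate for 20 hr.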
# KCNH2 3.1 block: blocks the human KCNH2 3.1 channel isoform | activity change, % (tested at about 1.8 µM) | hit rate 0.95% among 340,000 | U2OS KCNH2 3.1, thallium flux FluxOr; hits give low values;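 active = maximum activity change below -70%; inconclusive = maximum activity change from -70% to -50%; inactive = maximum activity change above -50%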;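 note: thallium influx rate constant from kinetic fluorescence after stimulation buffer; % is set by controls: 0 for no effect and ±100 for the full control effect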
#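 Steps: virus added to U2OS suspension (4 h, RT, dark); medium with 10% FBS added, cells plated, 37 C overnight; FluxOr/Red40 loading buffer 45 min RT; stimulation buffer, 2 min kinetic read; rate constant normalized.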
# NPC1 promoter act: activates the NPC1 promoter. AID 485313. hit rate 2.4% among 320,000. Huh7 NPC1 promoter luciferase reporter, 24 h. Potency, µM (doses to about 9.22 µM), for the others: at the top dose activation, actives largely listed as activators;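 note: potency is the fitted concentration of half-maximal effect; % of control where 0% means no effect; nearly all actives have a fitted effect of over 60% in size; reporter is driven by a mutant NPC1 promoter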
#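 NPC1 promoter–luciferase Huh7 cells; 24 h compound; luminescence.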
# Rab9 promoter act: activates the Rab9 promoter. Huh7 Rab9 promoter-luciferase reporter, luminescence, 24 h. Potency, µM (doses to about 9.22 µM), for the others: at the top dose activation, negative = inhibition, actives largely listed as activators. hit rate 2.8% among 320,000. AID 485297; note: potency is the fitted concentration of half-maximal effect; % of control where 0% means no effect; nearly all actives have a fitted effect of over 60% in size
#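 Measured in stably transfected Huh7 cells bearing a Rab9 promoter–luciferase construct: 24 h compound treatment at 37 °C, followed by luminescence detection.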
# Menin-MLL TR inh: inhibitors of human menin-MLL interaction, mutant MLL peptide; hit rate 0.23% among 270,000; Menin + Texas Red MLL mutant peptide, fluorescence polarization; Potency, µM (doses to about 61.6 µM), without a hit: at the top dose FP activity change, negative = inhibition, actives largely listed as inhibitors; AID 1768; O00255; active = well fitted inhibition curve with a large enough effect in the polarisation, with a control signal flat, not every such curve was filed as active; inconclusive = small, poorly fitted or top-dose-only effect, or effect the other way, or a change in a side signal; inactive = no such curve, though single readings can be large or run the other way; the % refers to the polarisation; note: potency is the fitted concentration of half-maximal effect; % of control where 0% means no effect; many of its hits are not listed in these tables
# FLuc modulator: firefly luciferase modulation, counter-screen for miR-21 project; hit rate 6.9% among 360,000; purified FLuc, Km substrates, luminescence inhibition; Potency, µM (series often up to 57.5 µM), for inactives: top-dose activity change, negative = inhibition, hits mostly inhibitors; P08659; AID 588342;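 note: potency is the fitted concentration of half-maximal effect; plate controls were vehicle for no effect and reference inhibitor for full effect; nearly all actives have a fitted effect of over 55% in size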
#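 Purified P. pyralis luciferase (10nM final) with 10uM D-luciferin and 10uM ATP (Km levels) in 50mM Tris acetate pH 7.5, 10mM Mg acetate, 0.01% Tween-20, 0.05% BSA; qHTS 6-point titration, ~60 µM downward; luminescence read.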
# * = called active by the depositor; ? = inconclusive; / = no result given; [ ] = another dose, or the depositor's remark. Unless noted, calls come from the whole dose curve; as a rule, active = well fitted curve in the direction sought with a large enough effect; inconclusive = small, poorly fitted or top-dose-only effect, or another doubt; inactive = no such curve, though single readings can be large; an effect the other way counts as inactive or inconclusive. Some of the compounds tested; rates above refer to the full screens.
SMILES,PKM2 activator,ELG1 repair inh,VP16 counter,MBNL1-CUG inh,Mito fusion yeast,RORgamma inh,KCNH2 3.1 block,NPC1 promoter act,Rab9 promoter act,Menin-MLL TR inh,FLuc modulator
COc1ccc(NS(=O)(=O)c2cc(NC(=O)c3ccc(=O)[nH]c3)ccc2N2CCCC2)cc1,0%,5%,-1%,1%,-4%,-9%,-4,-24%,-24%,/,3%
N#CCCN(C(=O)CN1CCN(S(=O)(=O)c2ccc3c(c2)OCCO3)CC1)c1ccc(F)cc1,/,9%,/,/,-2%,/,4,1%,-4%,/,0%
CC(C)(C)c1ccc(C(=O)CSc2ncn[nH]2)cc1,2%,?,?,-10%,5%,-39%,-14,?,?,5%,4.8µM*
COc1cccc(C(=O)NC2CCCc3c2cnn3-c2cc(C)cc(C)c2)c1 (stereo unspecified),/,-4%,12%,-4%,1%,16%,28,3%,-12%,/,-4%
O=C(c1ccco1)c1cn(CC(=O)N2CCCCC2)c2ccccc12,-19%,-3%,0%,7%,-2%,0%,-2,2%,-4%,1%,5%
O=C(c1ccco1)N1CCN(Cc2cc(=O)c(OCc3ccccc3F)co2)CC1,/,22%,/,/,5%,/,6,0%,-2%,/,1%
O=C(Nc1ccccc1)C1CC2CCC1C2 (stereo unspecified),1%,9%,-6%,-12%,4%,10%,-1,3%,3%,2%,-20%
Cc1ccc(NC(=O)CS(=O)CC(=O)N(CC(=O)NC2CCCC2)c2cc(C)ccc2C)cc1 (stereo unspecified),6%,-3%,6%,-9%,-2%,-12%,1,-1%,2%,-8%,2%
O=C1CCN(S(=O)(=O)c2ccccc2)CCN1CCOCc1ccc(F)cc1,22%,-8%,7%,-9%,-3%,-3%,-4,-1%,1%,/,-1%
COc1cccc(-c2nc(C(N)=O)c3[nH]c(=O)n(-c4ccccc4)c3n2)c1OC,5%,?,-10%,-4%,1%,26%,6,0%,-5%,1%,3%
CC(C)[C@H](NC(=O)N1CCn2c1nc1ccccc12)C(=O)NCCc1ccccc1,/,6%,0%,-3%,-1%,37%,15,-17%,-1%,/,1%
CC(=O)Nc1ccc(S(=O)(=O)NNC(=O)c2ccc(C)cc2)cc1,-4%,2%,3%,-2%,4%,-9%,1,0%,-1%,0%,-3%
CC(C)(C)OC(=O)NCCCCCC(=O)N/N=C/c1coc2ccccc2c1=O,-4%,?,4%,3%,-3%,-9%,17,-1%,-7%,/,?
CN(C)CCCN(C(=O)c1ccc(S(=O)(=O)N2CCc3ccccc32)cc1)c1nc2c(Cl)cccc2s1,/,2%,?,-2%,-19%,?,6,0%,-7%,/,0%
CNC(=O)C(=O)Nc1c(C)cc(C)cc1C,-12%,-5%,-2%,-6%,-10%,-15%,0,-1%,-3%,8%,5%
COc1ccc(C(=O)NNC(=O)C(=O)NC2CCCCC2)cc1,/,11%,-1%,1%,1%,?,-12,3%,0%,/,1%
Cc1cc2sc3nc(=O)n(-c4ccccc4)c(=O)n3c2cc1C,-4%,?,24%,2%,5%,-12%,-1,?,3.2µM*,/,17µM*
c1csc(-c2csc3nc(CN4CCOCC4)nc(NCc4ccc5c(c4)OCO5)c23)c1,1%,?,?,13%,-11%,18µM*,-8,0%,0%,?,2%
CCCCN(C(=O)c1ccc2c(c1)OCCO2)c1c(N)n(CCCC)c(=O)[nH]c1=O,/,24%,/,/,-2%,/,9,0%,-4%,/,1%
CCc1cc2cc(C)c(C)cc2nc1SCC(=O)NNC(=O)c1ccco1,-3%,-7%,-28%,6%,0%,?,-9,-4%,-2%,?,-2%
Cc1nn(Cc2ccccc2Cl)c(C)c1NC(=O)Cn1nc([N+](=O)[O-])c(Cl)c1C,-1%,4%,7%,5%,6%,2%,3,-3%,-3%,12%,1%
CCOC(=O)c1ccccc1OC(=O)CS(=O)c1ccccc1[N+](=O)[O-] (stereo unspecified),3%,-16%,-8%,?,3%,-20%,6,2%,-2%,9%,8%
O=C(NCCc1ccccc1)C1=CCN(S(=O)(=O)c2ccccc2)CC1,/,?,?,-3%,2%,38%,12,18%,16%,/,-16%
CC(C)C(NC(=O)c1ccccc1F)C(=O)NCCc1ccccn1 (stereo unspecified),5%,?,14%,-4%,3%,6%,6,-8%,13%,0%,0%
O=C1C=C(c2ccc3[nH]ccc3c2)C[C@@H](c2ccc(F)cc2)C1,/,?,/,/,?,/,/,-1%,-4%,/,?

# New compounds follow:
SMILES,PKM2 activator,ELG1 repair inh,VP16 counter,MBNL1-CUG inh,Mito fusion yeast,RORgamma inh,KCNH2 3.1 block,NPC1 promoter act,Rab9 promoter act,Menin-MLL TR inh,FLuc modulator
Fc1ccc(Br)cc1C1C=C(c2ccc(Br)s2)Nc2ncnn21 (stereo unspecified),1%,0%,3%[0.365 µM],126%[activator],-3%,35µM*,-3,-7%,-13%,46%[activator],0%
COc1ccc(/C=N/NC(=O)c2c(C)nnn2-c2nonc2N)cc1OC,0%,30%,2%,/,-5%,-18%,-2,-7%,-4%,20%,5%
COc1ccc(NC(=O)Nc2nc3ccccc3s2)cc1,1%,?,-20%,2%,4%,?,-12,1.8µM*,1.6µM*,/,2.4µM*
CSc1ccc(CCNC(=O)c2ccc(CS(=O)Cc3ccc(Cl)cc3)o2)cc1 (stereo unspecified),/,-2%,-5%,-4%,2%,?,-6,4%,0%,/,?
O=C(O)c1ccc(NC(=O)c2cn(-c3ccccc3)nc2-c2ccccc2)cc1,2%,?,-8%,4%,0%,33%,23,23%,28%,?,1.2µM*
COC(CNC(=O)c1cc(-c2ccncc2)nc2ccc(S(=O)(=O)N3CCOCC3)cc12)OC,-1%,0%,-9%,?,3%,1%,-25,-6%,1%,2%,3%
CCn1c(=O)c2sccc2n2c(CCCC(=O)NC3CCN(Cc4ccccc4)CC3)nnc12,/,3%,1%,-6%,-9%,-2%,-3,-2%,-3%,/,1%
O=C(NCCCn1ccnc1)/C(=C\c1ccc(Br)cc1)NC(=O)c1ccccc1,/,0%,-5%,9%,1%,21%,-104*,-2%,3%,/,3%
Cn1c(=O)c2c(ncn2CC(=O)Nc2cccc(S(=O)(=O)Nc3ccccc3F)c2)n(C)c1=O,-9%,10%,-8%,-2%,5%,-19%,16,-1%,-10%,0%,-12%
Cc1ccc(NC(=O)O/N=C/c2c(C)nn(C(C)(C)C)c2C)cc1Cl,5%,?,0.28µM*,2%,-1%,0.28µM*,-7,-35%[inhibitor],-44%[inhibitor],/,0.13µM*
Cc1c(Cl)cccc1NC(=O)CC(Cc1ccccc1)C(=O)O (stereo unspecified),/,13%,3%,-5%,0%,3%,-3,-4%,-9%,-24%,2%
CCCc1cc(=O)oc2cc(OCC(=O)Nc3cc(C)on3)ccc12,3%,0%,4%,-1%,-1%,5%,-49,-3%,-2%,14%,2%
CC(C)Cn1nc(NC(=O)c2ccco2)c2cc3ccccc3nc21,0%,?,-7%,/,-2%,0%,11,0%,2%,/,-19%
O=C(Nc1ccc2c(c1)OCO2)c1cnc(Cl)c(Cl)c1,/,?,/,/,-2%,/,2,?,3.5µM*,/,7.6µM*
CN1CCc2nc(SCCOc3ccccc3)c(C#N)cc2C1,7%,11%,18%,8%,3%,0%,-28,3%,-2%,19%,0%
O=C(O)CC(c1ccccc1)N1C(=O)c2cccc([N+](=O)[O-])c2C1=O (stereo unspecified),3%,0%,-5%,?,4%,-4%,35,-1%,-1%,1%,-1%
O=C(O)/C=C/c1ccc(S(=O)(=O)NCc2cccnc2)cc1,2%,7%,4%,-3%,-7%,8%,4,-3%,-3%,/,-1%
O=C(NCCc1ccc(Cl)cc1)C1CC(=O)N(C2CCCC2)C1 (stereo unspecified),-9%,6%,2%,-2%,-9%,-3%,-15,-2%,-2%,-10%,0%
CC1CCN(Cc2cc(=O)oc3ccc4ccccc4c23)CC1,0%,?,-4%,/,-6%,1%,-16,-2%,-2%,/,3%
COC(=O)c1ccc(CNC(=O)COC(=O)C23CC4CC(CC(C4)C2)C3)cc1,6%,3%,-5%,0%,18%,-2%,-3,1%,-3%,-2%,-3%
COCC(=O)Nc1ccc(S(=O)(=O)Nc2nccs2)cc1,4%,0%,7%,-11%,2%,-14%,30,2%,-3%,11%,-2%
Cc1ccccc1N1CCN(S(=O)(=O)c2nnc(NC(=O)CC(C)C)s2)CC1,?,-1%,-18%,9%,2%,-14%,0,0%,4%,12%,2%
